Screening results deposited in PubChem by several laboratories.
5HT1E ag: activates the human 5-HT1E serotonin receptor | AID 574 | activation, % at 6 µM | 65,000 tested, 0.69% active | CHO 5-HT1E Ga15 NFAT-bla reporter, FRET; 0% DMSO wells, 100% control agonist wells;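 active = activation above a set limit, the screen-wide mean activation plus 3 SD, cut at about 8.5% in these data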;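 note: 100% = positive control agonist at 1 µM giving full maximal response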
S1P3 ag: agonists of human S1P3 receptor; S1P3 NFAT-BLA reporter cells, agonism, FRET ratio; relative to 1 µM S1P, basal subtracted; activation, % at 4.5 µM; 60,000 tested, 0.1% active;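 active = activation above the screen-wide mean plus 3 SD, cut at about 4.5% in these data, passing the limit was not always enough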; note: some compounds called inactive have numbers as strong as hits
Target sequence (Q99500 whole entry, looked up): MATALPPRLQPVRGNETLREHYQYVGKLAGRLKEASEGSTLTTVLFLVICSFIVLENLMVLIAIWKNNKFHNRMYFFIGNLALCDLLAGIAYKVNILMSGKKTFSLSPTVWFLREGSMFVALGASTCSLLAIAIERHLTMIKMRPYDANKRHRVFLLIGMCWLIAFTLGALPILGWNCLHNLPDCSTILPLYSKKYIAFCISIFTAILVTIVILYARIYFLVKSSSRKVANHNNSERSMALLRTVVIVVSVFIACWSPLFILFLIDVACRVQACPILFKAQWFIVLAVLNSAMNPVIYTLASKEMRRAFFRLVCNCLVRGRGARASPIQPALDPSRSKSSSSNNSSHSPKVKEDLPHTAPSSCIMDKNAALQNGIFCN
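Assay system: stable CHO line with human S1P3, Gα16, NFAT-BLA reporter; Detection: FRET β-lactamase substrate fluorescence, excitation 405 nm, 460/535 nm emission ratio, background-subtracted; Read-out: percent activation versus median 1 µM S1P response, basal-subtracted, per plate; Incubation: cells plated overnight, compound 4 h 37 °C, substrate 2 h RT.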
RORA act: activators of human nuclear receptor RORA; 65,000 tested, 1.5% active; CHO-K1 Gal4-RORA LBD luciferase reporter, luminescence; percent increase over mock-subtracted basal signal; activation, % at 10 µM;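 active = activation above the mean of all tested compounds plus 3 SD, cut at about 49% in these data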;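 note: 0% = DMSO-treated RORA cells and 100% = added signal equal to DMSO minus mock-transfected cells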
Ecoli tolC: E. coli tolC mutant growth inhibition | E. coli BW25113 tolC mutant growth, OD615 | growth inhibition, % at 10 µM (by protocol) | 65,000 tested, 2.2% active;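 active = growth inhibition at or above a cutoff equal to the mean over every tested compound plus 3 SD, cut at about 60% in these data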;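 note: growth measured after 20 h incubation at 37 °C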
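Test system: E. coli BW25113 ΔtolC::kan bacteria | Medium: Kanamycin-containing LB broth (50 µg/mL) | Dosing: One dose of 10 µM final | Times: 20 h incubation with compound, 37 °C | Detection: Optical density read at 615 nm | Read-out basis: Percent growth inhibition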
5HT1a antag: 5-HT1a (human) receptor antagonism; P08908; CHO 5-HT1a Ga15 NFAT-bla reporter, antagonist mode; inhibition, % at 10 µM; 62,000 tested, 0.68% active; AID 612;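 active = inhibition above the mean of all tested compounds plus 3 SD, cut at about 43% in these data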;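 note: receptor stimulated by 5-CT agonist at 100 nM near EC80; beta-lactamase reporter measured by ratiometric fluorescence of a cleavable substrate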
Target sequence (P08908 whole entry, looked up): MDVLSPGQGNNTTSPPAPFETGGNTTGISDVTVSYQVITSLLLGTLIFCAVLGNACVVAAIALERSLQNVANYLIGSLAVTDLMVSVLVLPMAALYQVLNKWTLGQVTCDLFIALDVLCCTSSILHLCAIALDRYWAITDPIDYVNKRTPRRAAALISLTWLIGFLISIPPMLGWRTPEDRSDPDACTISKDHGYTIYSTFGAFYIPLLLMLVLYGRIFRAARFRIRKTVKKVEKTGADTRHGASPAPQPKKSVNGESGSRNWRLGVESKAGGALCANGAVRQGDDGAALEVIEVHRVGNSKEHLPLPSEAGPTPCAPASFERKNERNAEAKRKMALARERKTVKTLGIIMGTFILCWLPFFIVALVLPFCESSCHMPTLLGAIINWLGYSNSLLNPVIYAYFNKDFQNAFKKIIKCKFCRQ
HTR1E antagonist: 5-HT1E (human) receptor antagonism. AID 571. 65,000 tested, 0.99% active. CHO 5-HT1E Ga15 NFAT-bla reporter, FRET, antagonist. P28566. inhibition, % at 6 µM;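 active = inhibition above a set limit, the mean inhibition across every tested compound plus 3 SD, cut at about 29% in these data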;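 note: signal is the 460 over 535 nm emission ratio of beta-lactamase substrate; 0% = agonist plus DMSO wells and 100% = wells without agonist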
SF-1 act: SF-1 (human) activation; Q13285; CHO-K1 Gal4-SF-1 LBD luciferase reporter; % increase over DMSO SF-1-specific signal; activation, % at 10 µM; 65,000 tested, 1.9% active; AID 522;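 active = activation above the mean activation of all tested compounds plus 3 SD, cut at about 50% in these data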
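Test system: transient Gal4-SF-1 LBD reporter, CHO-K1; Amount: 4,000 CHO-K1 cells per well; Doses: 10 µM only; Timing: compound exposure 20 h at 37 °C; Signal: luciferase light emission; Read-out basis: percent activation relative to DMSO median and mock-transfected background; Control set: DMSO negative control and −SF1 background wells; Replicates: one test per compound.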
AP ELISA ortho: orthogonal test for alternative complement pathway inhibitors; 62,000 tested, 0.08% active; AID 1235; inhibition, % at 5 µM; Human serum alternative complement pathway, LPS-coated ELISA, C3 deposition; tested in compound mixtures;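 active = inhibition above 30% in each of the two pooled mixtures holding the compound, so the lower value exceeds 30%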;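 note: 0% = serum in Mg-EGTA without compound and 100% = EDTA serum blank; some compounds past the cut are filed as inactive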
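Assay system: Human serum alternative complement pathway, C3 deposition on LPS-coated wells | Incubation: 1 h serum-compound exposure at 37 °C | Doses: 5 µM per compound in ten-compound mixtures | Read-out: Percent inhibition | Technique: ELISA with HRP anti-human C3 antibody, TMB substrate, absorbance 450 nm | Replication: Two pool placements per compound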
S1P1 ag pot: activates or potentiates agonism at human S1P1 receptor. AID 449. activation, % at 9.5 µM. P21453. S1P1 CRE-bla cells, forskolin, beta-lactamase FRET, potentiator mode; S1P1 agonist co-added at EC20, 2 nM; 100% = saturating reference agonist, 0% = basal. 56,000 tested, 0.57% active;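 active = activation above a cutoff set at the mean activation of all tested compounds plus 3 SD, cut at about 54% in these data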;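 note: forskolin at 4 µM as EC80 and the EC20 agonist is SEW2871; 100% = SEW2871 at its EC100 plus forskolin at EC80; some compounds past the cut are filed as inactive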
* marks the source's active call; other numbers are inactive results; nt = not tested or not shown. Hits appear at their usual frequency; about 7.1% have a hit in one of these screens.

SMILES | 5HT1E ag | S1P3 ag | RORA act | Ecoli tolC | 5HT1a antag | HTR1E antagonist | SF-1 act | AP ELISA ortho | S1P1 ag pot
Cc1onc(-c2c(Cl)cccc2Cl)c1C(=O)N1CCc2ccccc21 | 0.1 | 7.4* | -23 | 19 | -11 | 11 | -27 | 1 | -12
O=C(CSc1nnnn1C1CCCCC1)Nc1ccc2c(c1)OCO2 | -1.4 | -0.5 | 19 | -5 | 10 | 1 | 11 | -3 | -28
OC(COc1c(F)cc(Br)cc1F)CN1CCN(c2ccc(F)cc2)CC1 (centres undefined) | 1.9 | -0.4 | -24 | 16 | 63* | -7 | -2 | 7 | -12
CCOC1CCCCC1NS(=O)(=O)c1ccc(Cl)cc1 (centres undefined) | -1.3 | -1.0 | 14 | 7 | 9 | 21 | 4 | 11 | -127
O=C(CN1CCN(S(=O)(=O)c2ccc(F)cc2)CC1)Nc1ccc2c(c1)OCO2 | -0.1 | -0.6 | -16 | -1 | 2 | 10 | 2 | 10 | 0
COc1ccc(C(=O)CSc2nnc(COc3ccccc3)n2Cc2ccco2)cc1 | 0.6 | -0.2 | 8 | 27 | 24 | -4 | -3 | 6 | 6
O=C(O)Cn1nnnc1SCC(=O)Nc1ccc(OC(F)(F)F)cc1 | 0.9 | -1.0 | 17 | -7 | -4 | -3 | -7 | 0 | 4
C=CCn1c(N)c(C(=O)OCC(C)C)c2nc3ccccc3nc21 | 0.4 | 0.4 | 21 | 31 | 9 | 24 | 18 | 14 | -28
CCCCN(C(=O)NC(=O)C1=C(N2CCOCC2)/C(=C/c2ccccc2)CC1)S(C)(=O)=O | -0.3 | nt | -28 | 8 | 1 | 3 | -18 | 8 | nt
O=C(Cc1ccc(-n2cccc2)cc1)NC1CCCCC1 | -0.7 | -1.3 | 14 | 10 | 9 | -10 | 6 | 0 | -12
Cc1ccc2nc(NC(=O)CN(C)S(=O)(=O)c3ccc(Br)s3)sc2c1 | 0.0 | nt | 15 | 81* | 2 | -5 | 1 | 10 | nt
COc1cccc(NC(=O)n2nc(N)cc2-c2ccc(Cl)cc2)c1 | -0.5 | -0.6 | 15 | -3 | 21 | 13 | 16 | -4 | 31
Cn1c(SCC(=O)Nc2ccccc2F)nnc1-c1cccnc1 | -0.3 | -0.4 | 11 | -12 | -3 | 3 | 1 | 8 | -15
Oc1ccccc1CNCCCNCc1ccccc1O | -0.2 | -0.3 | 14 | 0 | 4 | 4 | 14 | 9 | nt
CCNc1cc(=O)n(C)c(=O)n1C | 0.2 | -1.2 | 18 | -12 | 3 | 5 | -3 | -36 | -5
O=C(O)CCc1ccc(-c2ccc(Br)cc2)n1Cc1ccco1 | 0.1 | 0.4 | 9 | 22 | -2 | -1 | 4 | 1 | -2
COc1ccc(C)cc1N(C(=O)CNC(=O)c1ccco1)C(C(=O)NC1CCCC1)c1cccnc1 (centres undefined) | -0.2 | -0.9 | -1 | -26 | 9 | 17 | 10 | 4 | 18
CCCC1(C(=O)O)NC(c2ccc(OC)cc2O)C2C(=O)N(c3ccc(OC)cc3)C(=O)C21 (centres undefined) | -0.4 | 0.7 | -14 | -15 | -4 | -1 | 1 | 11 | -26
O=C1CCC(=O)N1c1cccc(-c2nc3ccccc3o2)c1 | 0.2 | -1.5 | 15 | -5 | 2 | 5 | 6 | 14 | -25
Cc1ccc(NS(=O)(=O)c2cccc(C(=O)Nc3cc(C)on3)c2)cc1 | -0.1 | nt | 2 | 21 | -17 | -1 | -14 | 5 | nt
CC1CC(C)CN(S(=O)(=O)c2ccc(C(=O)NCCCn3ccnc3)cc2)C1 (centres undefined) | -1.0 | 0.0 | 18 | -5 | -3 | 2 | 17 | 3 | -16
C=CCSc1nnc2c(n1)[nH]c1c(C)cccc12 | -0.2 | 0.1 | 84* | 21 | 2 | 23 | 31 | -7 | -24
N#Cc1ccc(NC(=O)COC(=O)C2=COCCO2)cc1 | -0.7 | 0.3 | -22 | -13 | 5 | 5 | 4 | -1 | 2
COc1ccc(S(=O)(=O)Nc2ccccc2C(=O)NC(C)C)cc1OC | 0.2 | -1.3 | 4 | 3 | 2 | -2 | -7 | 15 | 2
Brc1c(OCCOCCn2cncn2)ccc2ccccc12 | -0.4 | -0.5 | 28 | 14 | -5 | 4 | 41 | 1 | -7
O=C(c1ccccc1NS(=O)(=O)c1cccs1)N1CCCC1 | 1.4 | nt | 12 | -7 | 2 | -15 | 4 | 10 | nt
CS(=O)(=O)NC1c2cccc3cccc(c23)C1N1CCOCC1 (centres undefined) | 0.2 | 0.0 | 2 | -7 | -4 | 6 | -1 | 9 | 1
O=C(Nc1nccs1)c1ccc(NC(=O)c2ccco2)cc1 | -0.5 | nt | 53* | -15 | -9 | 16 | 56* | 1 | nt
O=C(OCc1cccc2ccccc12)c1ccc2c(=O)[nH]c(CN3CCOCC3)nc2c1 | -0.2 | -0.9 | -3 | 10 | -8 | -5 | -8 | 11 | 2
CCOc1ccc(NC(=O)Nc2cc(C)on2)cc1 | 0.3 | 0.2 | 20 | -1 | 16 | -3 | 44 | -1 | 28
S=c1[nH]nc(-c2cccc(Br)c2)o1 | -0.3 | 0.3 | -12 | 24 | 0 | 5 | 7 | 0 | -4
Cn1nnnc1SCSc1nnnn1C | -0.6 | nt | 5 | -20 | -1 | 3 | -2 | 3 | nt
CCCCC(C(=O)O)C(C)CC(=O)Nc1cccc(C(=O)O)c1 (centres undefined) | 0.2 | -3.4 | -8 | 5 | nt | 8 | 6 | nt | 5
Cc1ccc(N2CCCn3c2nc2c3c(=O)n(CCN3CCOCC3)c(=O)n2C)cc1 | -1.1 | -0.9 | -4 | -14 | -9 | 4 | 14 | -11 | 1
O=C(O)C1CSC(c2ccncc2)N1 (centres undefined) | -1.3 | -0.2 | -20 | -22 | -5 | -2 | -2 | -5 | 1
O=C(O)[C@@H]1CSC2(CCSC2)N1 (some centres undefined) | -0.6 | 2.2 | -3 | nt | 0 | 13 | -11 | 0 | 6
C(#Cc1ccc(C#CCN2CCOCC2)cc1)CN1CCOCC1 | 1.1 | -0.5 | -4 | -20 | -11 | -4 | 4 | -1 | nt
Nc1ccc(CCS(N)(=O)=O)cc1 | -0.4 | -0.2 | -12 | -14 | 0 | 4 | 9 | 13 | 6
Oc1ccc(CNc2ccc(F)cc2)c2cccnc12 | -0.5 | -1.9 | -7 | 3 | 12 | -3 | -3 | 15 | -15
CCOC(=O)c1sc(NC(=O)c2ccc(CC)s2)nc1C | 2.0 | -0.7 | 72* | -12 | 11 | -1 | 119* | -1 | nt
COCCCNC(=O)CSc1nc2ccccc2c(=O)n1CCCC(=O)NCC1CCCO1 (centres undefined) | -1.5 | nt | 8 | -9 | -7 | 1 | 1 | 20 | nt
C=CCN(C(=O)CCC(=O)Nc1cc(C)on1)C(C(=O)NC(C)(C)C)c1cccc(OC)c1OC (centres undefined) | -0.4 | -0.6 | 17 | 0 | -3 | 7 | -6 | 1 | 12
O=C(NC(=O)c1ccc(Cl)c(Cl)c1)OC1CCS(=O)(=O)C1 (centres undefined) | 0.7 | -1.1 | 0 | -4 | -7 | -1 | 6 | 5 | -3
CS(=O)(=O)N(CC(=O)Nc1ccccc1C(=O)N1CCOCC1)c1ccc2c(c1)OCO2 | -0.5 | -0.9 | 11 | -9 | 6 | 10 | 9 | -10 | nt
CCCc1cc(=O)n2c(nc3ccccc32)[nH]1 | 0.0 | 0.1 | 33 | 14 | 9 | 6 | 38 | 8 | nt
O=C(O)c1cccc(NC(=O)C23CC4CC(C2)CC(n2cnc(Cl)n2)(C4)C3)c1 | -1.4 | nt | -4 | -9 | -2 | 6 | -1 | 12 | nt
COc1ccc(CC(=O)NC(C)c2nnc(SCC(=O)Nc3nc(C)cs3)n2C)cc1 (centres undefined) | -1.3 | -0.8 | -14 | -12 | 6 | 11 | 10 | -8 | 1
CCc1nnc(NC(=O)CSc2nnnn2-c2cccc(C(=O)OC)c2)s1 | 1.1 | 1.2 | 14 | -2 | -1 | 4 | -13 | -1 | -13

5 entries out of the list, sorted by number of heavy atoms, low to high:
SMILES | 5HT1E ag | S1P3 ag | RORA act | Ecoli tolC | 5HT1a antag | HTR1E antagonist | SF-1 act | AP ELISA ortho | S1P1 ag pot
O=C(Cc1ccc(-n2cccc2)cc1)NC1CCCCC1 | -0.7 | -1.3 | 14 | 10 | 9 | -10 | 6 | 0 | -12
O=C(Nc1nccs1)c1ccc(NC(=O)c2ccco2)cc1 | -0.5 | nt | 53* | -15 | -9 | 16 | 56* | 1 | nt
O=C(CSc1nnnn1C1CCCCC1)Nc1ccc2c(c1)OCO2 | -1.4 | -0.5 | 19 | -5 | 10 | 1 | 11 | -3 | -28
CS(=O)(=O)N(CC(=O)Nc1ccccc1C(=O)N1CCOCC1)c1ccc2c(c1)OCO2 | -0.5 | -0.9 | 11 | -9 | 6 | 10 | 9 | -10 | nt
C=CCN(C(=O)CCC(=O)Nc1cc(C)on1)C(C(=O)NC(C)(C)C)c1cccc(OC)c1OC (centres undefined) | -0.4 | -0.6 | 17 | 0 | -3 | 7 | -6 | 1 | 12

The list continues.
SMILES | 5HT1E ag | S1P3 ag | RORA act | Ecoli tolC | 5HT1a antag | HTR1E antagonist | SF-1 act | AP ELISA ortho | S1P1 ag pot
CCCN1Cc2cccc(C(=O)Nc3ccc(OC)c(OC)c3)c2C1=O | 0.0 | -0.8 | 11 | -11 | 3 | 1 | 7 | 9 | -6
COC(=O)Cc1c(C)nc2nc[nH]n2c1=O | 0.7 | -0.1 | -9 | -24 | -15 | -3 | -17 | 9 | 14
Cc1cc(SCC(=O)Nc2c(C)n(C)n(-c3ccccc3)c2=O)n2c(nc3ccccc32)c1C#N | -0.2 | -0.3 | 0 | nt | -8 | -8 | -4 | nt | -4
CC(C)(C)c1nc(CN2CCOCC2)ccc1O | 1.7 | -1.3 | -14 | -22 | 13 | -5 | -4 | 12 | -8
COc1cc(C2=NOC(C(=O)Nc3ccc(C)cc3)C2)cc(OC)c1OC (centres undefined) | 0.3 | -0.4 | 22 | -4 | -1 | 6 | -10 | 10 | -14
